human PMI inhibition: inhibitors of human PMI, primary screen, biochemical, fluorescence intensity, coupled assay (AID 1209) | purified PMI enzyme, coupled fluorescence intensity; higher % means a stronger effect | inhibition, % at 20 µM, or IC50 in µM where a hit was titrated | actives 0.42% (n = 190,000);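 also: plate controls were DMSO vehicle for no effect and wells lacking substrate for full effect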
ER stress rescue: protection against thapsigargin-triggered cell killing – 384-well, CSM14.1, ATP luminescence, primary screen (AID 1222); CSM14.1 thapsigargin-induced death rescue, ATP luminescence; higher % means a stronger effect; 190,000 tested, under 10 active; cellular ATP content (survival), % at 20 µM; hits with a dose series show EC50 in µM;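 active = EC50 below 50 µM in the dose-response confirmation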;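 also: death triggered by thapsigargin at about 15 µM added after 2 h compound pretreatment; cell ATP read after overnight thapsigargin exposure of roughly 18 to 22 hours; normalized against plate controls of thapsigargin alone and 5% DMSO vehicle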
human PMI inhibitors: human PMI inhibitors, high substrate, primary screen, biochemical, fluorescence intensity, high mannose 6-phosphate (AID 1220) | actives 0.66% (n = 190,000) | one-dose inhibition, % at 20 µM; IC50 in µM for titrated hits | recombinant PMI enzyme, coupled fluorescence intensity; higher % means a stronger effect
M1AAP inhibition: P. falciparum M1AAP inhibitors, biochemical, fluorogenic H-Leu-NHMec substrate, 1536-well (AID 1445); one-dose inhibition, % at 30 µM; IC50 in µM for titrated hits; actives 0.42% (n = 220,000); recombinant M1AAP, H-Leu-NHMec fluorogenic kinetic assay; higher % means a stronger effect;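 active = primary inhibition above the hit cutoff, then over 50% inhibition at one or more dose response concentrations, cut at about 23% in these data, passing the limit was not always enough; inconclusive = conflicting primary data, or primary hits not chosen for dose response; inactive = low primary inhibition, or under 50% at every dose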;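 also: plate controls were DMSO full reaction for no effect and no enzyme background for full effect; strong numbers were not always called active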
XIAP displacement: XIAP antagonists, biochemical, IAP family, fluorescence polarization (AID 1018) | XIAP BIR domain, fluorescence polarization peptide displacement; higher % means a stronger effect | displacement, % at 20 µM; hits with a dose series show IC50 in µM | actives 0.007% (n = 200,000); in the data active = displacement above about 50%; also: a part of the inactive calls stands beside numbers as strong as those of hits
P. falciparum M17LAP: P. falciparum M17LAP inhibitors, primary screen, biochemical, fluorogenic H-Leu-NHMec substrate, 1536-well (AID 1619). actives 0.38% (n = 220,000). recombinant M17LAP, H-Leu-NHMec fluorogenic kinetic assay; higher % means a stronger effect. inhibition, % at 30 µM; hits with a dose series show IC50 in µM;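 active = compound inhibiting the enzyme by more than half at any dose during confirmatory dose-response retesting; inconclusive = strong single-dose inhibitors picked by rank but not retested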;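 also: plate controls were full reaction with DMSO carrier for no effect and no enzyme background for full effect; strong numbers were not always called active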
LYP inhibition: inhibitors of LYP phosphatase, biochemical, fluorescence intensity, uHTS (AID 1779). actives 0.054% (n = 290,000). recombinant LYP phosphatase, fluorescence intensity; higher % means a stronger effect. inhibition, % at 11.5 µM; hits with a dose series show IC50 in µM;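 also: plate controls were vehicle with enzyme for no effect and no enzyme for full effect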
TNAP activation fold: stimulation of alkaline phosphatase TNAP activity – biochemical, luminescent, no phosphate acceptor, uHTS, primary screen (AID 1001); purified TNAP, luminescent activation assay, no phosphate acceptor; higher activation fold means a stronger effect; activation fold at 20 µM, or EC50 in µM where a hit was titrated; actives 0.03% (n = 200,000); in the data active = activation fold from about 3, or a potency from the dose series; inactive = the rest, 99 in 100 with activation fold below about 1.6; also: many of its hits are not listed in these tables
Myeloid diff MLP: promotes myeloid progenitor differentiation; ER-HoxA9 myeloid progenitors, lysozyme-GFP differentiation, flow cytometry; calls only at 10 µM; actives 1% (n = 360,000); AID 624256;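 active = normalized GFP-positive differentiation at or above the plate's own cutoff, the solvent-only control mean plus 3 SD; inconclusive = no clear call, values can overlap the other calls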;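 also: cells exposed to compound for four days before flow analysis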
Myeloid diff MLP GFP+ MAC1+ %: second read-out of Myeloid diff MLP, no call of its own (marks repeat the call); GFP+ MAC1+ double positive, %; measured here: differentiation confirmed by MAC1 staining
The depositor's hits bear a star; i = inactive; ? = inconclusive; · = no result given. Rule as the data show it, unless noted: active = inhibition above about 50%; inactive = the rest.

1: Nn1c(SCc2ccc(Br)cc2)nnc1-c1ccccn1
2: O=C(CN1CCN(c2ccccc2)CC1)c1ccc2cc[nH]c2c1
3: CC(C)(C)NC(=S)NNC(=O)[C@H]1C[C@@H]1c1ccccc1
4: Cc1ccc(NC(=O)C2CCCN(S(=O)(=O)c3cnc[nH]3)C2)cc1C (stereo not drawn)
5: CN(C)c1ccc(/C=C(\C#N)C(=O)NCc2ccco2)cc1
6: CCOC(=O)C1=NOC(CNC(=O)C2=NOC(CNC(=O)c3c(-c4ccccc4Cl)noc3C)C2)C1 (stereo not drawn)
7: CCOC(=O)C1CCCN(c2ccc(NC(=O)c3snc4c(=O)[nH]c(C)nc34)cc2)C1 (stereo not drawn)
8: CCc1nc2ccccc2n(CC)c1=O
Compound	1	2	3	4	5	6	7	8
human PMI inhibition	2.2%	-48.5%	·	9.9%	-1.2%	-14.7%	2.8%	7.0%
ER stress rescue	0.0%	-1.4%	·	-1.7%	-1.2%	3.5%	-2.3%	0.7%
human PMI inhibitors	0.6%	-69.4%	·	10.2%	-10.1%	-4.7%	-5.0%	12.8%
M1AAP inhibition	3.2%	3.8%	-4.8%	6.1%	6.7%	-0.3%	14.4%	-1.7%
XIAP displacement	-5.5%	-0.5%	·	-1.4%	-9.0%	-3.6%	-3.7%	-2.5%
P. falciparum M17LAP	-6.6%	0.7%	-3.5%	1.7%	11.3%	-7.8%	17.3%	-0.3%
LYP inhibition	-4.9%	-2.6%	-6.5%	2.7%	-2.2%	-4.8%	-6.0%	-4.1%
TNAP activation fold	1.1	1.1	·	1.1	0.7	1	1	1
Myeloid diff MLP	i	i	i	i	·	i	i	·
Myeloid diff MLP GFP+ MAC1+ %	0.4	3.4	0.6	0.8	·	0.5	2.0	·

9: CCOc1ccc(C2C(C(=O)Nc3cc(C)on3)c3ccccc3C(=O)N2CCN2CCOCC2)cc1 (stereo not drawn)
10: O=C(CCn1c(=O)[nH]c2ccsc2c1=O)Nc1ccc(F)c(F)c1
11: COc1ccc(OC)c(NC(=O)C2CC(=O)N(c3ccccc3)C2)c1 (stereo not drawn)
12: Cc1cc(NC(=O)COC(=O)c2c(C)nn(-c3ccccc3)c2C)no1
13: COc1ccccc1NC(=O)c1c(Nc2ccccc2C)sc(C(=O)Nc2cccc(Cl)c2)c1N
14: CCSc1nnc(NC(=O)C2CC=CCC2C(=O)O)s1 (stereo not drawn)
15: CCOc1ccc(-c2cc(C(=O)O)c3ccccc3n2)cc1
16: COc1cc2c(cc1NC(=O)COC(=O)[C@@H](NS(=O)(=O)c1ccccc1)C(C)C)oc1ccccc12
Compound	9	10	11	12	13	14	15	16
human PMI inhibition	-2.3%	2.9%	-0.2%	1.0%	-2.8%	13.3%	-0.7%	13.8%
ER stress rescue	-0.4%	3.1%	0.0%	-3.4%	-1.1%	-0.5%	-7.7%	3.9%
human PMI inhibitors	2.1%	-2.6%	7.4%	9.5%	-39.8%	8.5%	2.2%	14.2%
M1AAP inhibition	1.0%	9.7%	-3.3%	3.0%	4.0%	1.1%	7.9%	-1.2%
XIAP displacement	-10.5%	-3.4%	-4.8%	-7.0%	-5.3%	-4.9%	-0.2%	-6.4%
P. falciparum M17LAP	27.9%	-3.0%	-1.4%	-2.2%	1.1%	19.9µM*	-124.0%	-11.4%
LYP inhibition	-0.7%	-5.9%	3.0%	-10.1%	2.2%	0.6%	-3.2%	8.7%
TNAP activation fold	1.1	1.1	0.9	1	1.1	1.1	1.1	1.1
Myeloid diff MLP	i	i	i	i	i	i	i	?
Myeloid diff MLP GFP+ MAC1+ %	0.6	0.8	1.4	1.0	0.3	1.3	2.3	·

The final four records of the section before come first, to join the parts:
13: COc1ccccc1NC(=O)c1c(Nc2ccccc2C)sc(C(=O)Nc2cccc(Cl)c2)c1N
14: CCSc1nnc(NC(=O)C2CC=CCC2C(=O)O)s1 (stereo not drawn)
15: CCOc1ccc(-c2cc(C(=O)O)c3ccccc3n2)cc1
16: COc1cc2c(cc1NC(=O)COC(=O)[C@@H](NS(=O)(=O)c1ccccc1)C(C)C)oc1ccccc12
17: Cc1cc(C)nc(-n2ncc3c2CC(c2ccc(C(C)C)cc2)CC3=O)n1 (stereo not drawn)
18: Cc1cccc(NC(=O)/C=C/c2cccs2)n1
19: O=C(COC(=O)c1oc2ccccc2c1CSc1ccc(Cl)cc1)NC1CCCC1
20: CCCCN(C)C(=O)c1oc2ccc(S(=O)(=O)N3CCCCCC3)cc2c1C
21: O=C(NCc1ccncc1)Nc1ccc2c(c1)OCO2
22: CC1=Nc2cc(Cl)ccc2Oc2ccccc21
23: CN(C)c1ccc(NC(=O)c2sc(SCC(=O)Nc3nccs3)nc2N)cc1
24: Cc1ccc(NS(=O)(=O)c2cc(C(=O)O)ccc2Cl)c(C)c1
Compound	13	14	15	16	17	18	19	20	21	22	23	24
human PMI inhibition	-2.8%	13.3%	-0.7%	13.8%	15.3%	-17.0%	5.2%	-11.7%	1.7%	12.8%	11.7%	-31.1%
ER stress rescue	-1.1%	-0.5%	-7.7%	3.9%	-3.3%	-7.0%	-1.9%	-0.4%	0.0%	-1.5%	-1.7%	1.1%
human PMI inhibitors	-39.8%	8.5%	2.2%	14.2%	5.7%	-4.7%	-3.7%	-14.6%	2.6%	6.9%	7.5%	-25.8%
M1AAP inhibition	4.0%	1.1%	7.9%	-1.2%	3.7%	12.7%	1.5%	2.2%	2.5%	-2.8%	25.2%*	-1.2%
XIAP displacement	-5.3%	-4.9%	-0.2%	-6.4%	-10.4%	-1.3%	-4.7%	-11.1%	-2.8%	0.8%	-3.1%	-7.2%
P. falciparum M17LAP	1.1%	19.9µM*	-124.0%	-11.4%	-5.1%	6.4%	9.4%	9.7%	-3.5%	-1.9%	1.4%	-8.5%
LYP inhibition	2.2%	0.6%	-3.2%	8.7%	-4.3%	-2.9%	-0.3%	2.6%	0.9%	-5.1%	-5.9%	2.7%
TNAP activation fold	1.1	1.1	1.1	1.1	1.2	1.2	1.1	1	1.1	1.1	1.1	1.1
Myeloid diff MLP	i	i	i	?	i	i	i	i	i	i	i	i
Myeloid diff MLP GFP+ MAC1+ %	0.3	1.3	2.3	·	0.1	0.6	0.7	0.5	0.6	0.2	0.5	0.6

25: CS(=O)(=O)N(CCc1ccccc1)CC(=O)Nc1ccc2c(c1)OCO2
26: Cc1ccc(OCC(=O)N/N=C/c2ccncc2)cc1C
27: CS(=O)(=O)CCC(C(=O)OCc1ccc(Br)cc1)N1C(=O)c2ccccc2C1=O (stereo not drawn)
28: O=C(CCN1c2ccccc2Sc2ccccc21)OCC(=O)N1CCN(C(=O)c2ccco2)CC1
29: COc1ccc2c(c1)C(c1cccs1)=NNC(c1ccncc1)=N2
30: CCOC(=O)c1c(C)n(C)c2ccc(OC)c([N+](=O)[O-])c12
31: COc1ccc(OC)c(N2Cc3cc(C)c(C)cc3C2)c1
32: CCC(c1nnnn1C(C)(C)C)N1CCN(C2CCCC2)CC1 (stereo not drawn)
Compound	25	26	27	28	29	30	31	32
human PMI inhibition	17.1%	·	2.4%	7.2%	6.7%	9.3%	0.7%	8.5%
ER stress rescue	-1.0%	·	0.2%	-1.6%	-3.7%	0.8%	-1.9%	·
human PMI inhibitors	16.5%	·	-6.4%	15.1%	-1.4%	6.3%	-42.5%	14.7%
M1AAP inhibition	3.0%	5.1%	2.5%	8.4%	4.3%	·	17.6%	-3.4%
XIAP displacement	-8.1%	·	1.4%	-6.2%	-3.6%	-7.0%	-2.8%	-0.4%
P. falciparum M17LAP	5.4%	-0.2%	-1.7%	5.1%	0.5%	·	-12.2%	-5.5%
LYP inhibition	0.2%	-10.1%	-3.1%	-5.7%	-1.7%	-6.0%	5.8%	-1.2%
TNAP activation fold	1.1	·	1.1	1	1.1	1.1	1	1.1
Myeloid diff MLP	i	i	i	i	i	i	i	i
Myeloid diff MLP GFP+ MAC1+ %	0.5	0.6	0.4	1.1	0.3	0.3	3.7	1.3

33: CC(C)c1ccc(N(CC(=O)N/N=C/c2ccc(OC3CSC3)cc2)S(=O)(=O)c2ccccc2)cc1
34: Cc1ccc(C)c(NC(=O)c2ccccc2NS(=O)(=O)c2cc([N+](=O)[O-])ccc2C)c1
35: Cc1[nH][nH]c(=O)c1C(c1ccccc1[N+](=O)[O-])C(C#N)C#N (stereo not drawn)
36: Cc1ccsc1C(=O)OC1CCOC1=O (stereo not drawn)
37: CN(Cc1ccccc1)S(=O)(=O)c1ccc(Cl)c(C(=O)NCc2ccc3c(c2)OCO3)c1
38: CC(/C=N/NC(=O)CSc1nc2ccccc2n1C)=C\c1ccco1
39: O=C(NCc1nc2ncc(Br)cc2[nH]1)c1ccccc1
40: CCCOC(=O)C1C2C=C[C@]3(CN(CCc4ccccc4)C(=O)[C@H]13)O2 (stereo partly drawn)
Compound	33	34	35	36	37	38	39	40
human PMI inhibition	1.7%	-7.8%	3.8%	-7.8%	1.4%	13.0%	-5.7%	-6.8%
ER stress rescue	-1.3%	-1.0%	-1.6%	-1.7%	-1.0%	-3.6%	-0.1%	-0.2%
human PMI inhibitors	-13.6%	-10.6%	31.0%	-9.2%	3.5%	58.6%*	-1.3%	3.2%
M1AAP inhibition	-7.7%	8.6%	7.1%	-2.7%	2.7%	9.0%	-0.4%	-2.8%
XIAP displacement	-2.7%	-3.2%	-6.5%	-3.8%	-1.4%	-8.8%	-3.6%	-1.1%
P. falciparum M17LAP	-9.7%	31.8%	14.9%	3.7%	-0.4%	14.6%	-0.7%	7.5%
LYP inhibition	15.7%	-0.7%	-1.8%	-10.2%	7.5%	-3.2%	1.0%	-5.4%
TNAP activation fold	1.1	0.7	1	1.1	1.1	0.9	1.1	1.1
Myeloid diff MLP	i	i	i	i	i	i	i	i
Myeloid diff MLP GFP+ MAC1+ %	0.5	0.2	0.4	2.0	0.2	1.1	0.7	1.1

41: O=C(CSc1n[nH]c(-c2cccnc2)n1)Nc1ccnc2ccccc12
42: COc1ccc(C(Nc2ccccn2)c2c(NC(=O)c3ccco3)sc(C)c2C)cc1OC (stereo not drawn)
43: COC(=O)c1c(N)sc2c1CCN(c1ncc(C(F)(F)F)cc1Cl)C2
44: CC1Cc2cc(/C(O)=C3/C(=O)C(=O)N(CCCn4ccnc4)C3c3ccco3)ccc2O1 (stereo not drawn)
Compound	41	42	43	44
human PMI inhibition	12.1%	13.7%	10.4%	0.8%
ER stress rescue	-0.3%	1.4%	-0.7%	-0.9%
human PMI inhibitors	4.1%	7.6%	5.4%	3.7%
M1AAP inhibition	10.5%	4.0%	13.0%	-0.6%
XIAP displacement	-3.5%	-2.9%	0.3%	-3.9%
P. falciparum M17LAP	15.7%	-7.3%	-24.3%	8.9%
LYP inhibition	-7.6%	-7.6%	6.4%	2.3%
TNAP activation fold	1	1.2	1.1	1.1
Myeloid diff MLP	i	i	i	i
Myeloid diff MLP GFP+ MAC1+ %	1.0	0.4	1.0	0.9

High-throughput results deposited in PubChem BioAssay by several laboratories.
